Compound activity as filed in PubChem.
GALK inhibitor = galactokinase (human) inhibition; P51570; Purified GALK, Kinase-Glo residual ATP luminescence; Potency, µM (doses to about 57.5 µM), inactives show at the top dose activity change, negative = inhibition, hits mostly inhibitors; 0.007% of 270,000 active; AID 1868; further: potency means the concentration at half of the fitted maximal effect; on the % scale 0 is the no-effect control and ±100 the full control effect
Target sequence (P51570 whole entry, looked up): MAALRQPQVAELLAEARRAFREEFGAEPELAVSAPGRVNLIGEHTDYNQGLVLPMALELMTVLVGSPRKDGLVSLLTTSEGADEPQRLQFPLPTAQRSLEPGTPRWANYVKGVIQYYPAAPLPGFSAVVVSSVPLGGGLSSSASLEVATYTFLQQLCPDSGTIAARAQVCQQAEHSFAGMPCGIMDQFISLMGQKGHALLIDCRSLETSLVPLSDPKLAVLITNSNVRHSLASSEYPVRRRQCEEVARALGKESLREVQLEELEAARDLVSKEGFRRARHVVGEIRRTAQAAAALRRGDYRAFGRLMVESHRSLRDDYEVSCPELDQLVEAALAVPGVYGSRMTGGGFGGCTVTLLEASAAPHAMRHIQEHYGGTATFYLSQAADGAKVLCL
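The enzyme phosphorylates galactose (100 uM) using ATP (35 uM); inhibition is detected as higher residual ATP, quantified by bioluminescence after 1 h reaction at room temperature, pH 8.0.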
Coupling enz = counter-screen for Giardia aldolase inhibitors: coupling enzyme system; AID 2472; activity change, negative = inhibition, % at 58.2 µM, hits read low; coupling enzyme system counterscreen, AmpLite Red fluorescence; 0.67% of 290,000 active; in the data active means activity change below about -30%; further: on the % scale 0 is the no-effect control and ±100 the full control effect
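Coupling enzymes only (glyceraldehyde-3-phosphate) + compound, at 57.5 uM final, 10 min RT; add substrate/coupling/AmpLite Red mix, 20 min RT; fluorescence ex 525/em 598 nm. Actives flag coupling-system interference.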
B2AR arrestin = recruits beta-arrestin to the human beta2-adrenergic receptor; AID 492947; P07550; beta-arrestin recruitment to beta2AR, cell-based reporter; 0.02% of 330,000 active; Potency, µM (titrated, usually from 46.1 µM), for the others: top-dose activation, actives largely listed as activators;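 further: potency means the concentration at half of the fitted maximal effect; 0% = DMSO controls and full agonism = EC100 isoproterenol or metaproterenol; nearly all actives have a fitted effect of over 65% in size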
Tb PFK block = inhibitors of T. brucei phosphofructokinase | T. brucei PFK, ADP-Glo luminescence | AID 485367 | 0.17% of 330,000 active | O15648 | Potency, µM (highest dose often 57.5 µM), for the others: at the highest dose activity, negative = inhibition, actives largely listed as inhibitors;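 further: potency means the concentration at half of the fitted maximal effect; 0% = uninhibited 1x PFK enzyme wells and -100% = no-enzyme wells; nearly all actives have a fitted effect of over 60% in size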
Target sequence (O15648 whole entry, looked up): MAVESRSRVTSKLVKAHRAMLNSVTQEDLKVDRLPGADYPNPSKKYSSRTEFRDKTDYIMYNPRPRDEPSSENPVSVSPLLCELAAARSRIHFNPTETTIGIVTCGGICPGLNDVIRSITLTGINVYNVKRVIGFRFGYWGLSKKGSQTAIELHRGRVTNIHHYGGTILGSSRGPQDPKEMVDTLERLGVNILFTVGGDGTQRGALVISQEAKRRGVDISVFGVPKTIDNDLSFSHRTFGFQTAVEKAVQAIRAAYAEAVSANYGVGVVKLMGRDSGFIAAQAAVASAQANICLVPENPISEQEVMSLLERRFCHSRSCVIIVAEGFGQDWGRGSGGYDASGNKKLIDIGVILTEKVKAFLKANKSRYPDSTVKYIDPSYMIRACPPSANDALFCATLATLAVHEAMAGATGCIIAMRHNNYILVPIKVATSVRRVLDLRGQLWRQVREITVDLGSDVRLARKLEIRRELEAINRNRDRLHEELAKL
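In TEA buffer at pH 8.0 with 5 mM MgCl2, enzyme (1.25 nM) converted F6P (0.5 mM) and ATP (0.1 mM) for 45 min at room temperature. ADP product was read by luciferase luminescence.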
ASM inhibitor = human S-ASM enzyme inhibition. P17405. placental ASM, HMU-PC fluorogenic substrate, 60 min. Potency, µM (titrated, usually from 57.5 µM), without a hit: top-dose activity change, negative = inhibition, hits mostly inhibitors. 0.006% of 340,000 active. AID 504937; further: potency means the concentration at half of the fitted maximal effect
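Fluorogenic HMU-PC substrate (9 uM final) is turned over by placental ASM in 60 min at 37 C after a 10 min compound preincubation. Reaction ended by alkaline stop (pH 10), with fluorescence read at 386/447 nm.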
PKM2 activator = activators of human pyruvate kinase M2. P14618. purified PKM2, Kinase-Glo ATP luminescence, activation; response scale: 0% is enzyme alone, no compound. Potency, µM (top dose mostly 57.5 µM), without a hit: at the highest dose activation, hits mostly activators. 0.34% of 260,000 active; further: potency means the concentration at half of the fitted maximal effect; on the % scale 0 is the no-effect control and ±100 the full control effect; nearly all actives have a fitted effect of over 55% in size
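ATP formation by purified human PK-M2, quantified via coupled luciferase luminescence after 1 h at room temperature with 0.1 mM ADP and 0.5 mM PEP final.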
a7 integrin act = activates integrin-mediated alleviation for muscular dystrophy | alpha7betagal myoblasts, beta-gal FDG fluorescence, 48 h | Potency, µM (doses to about 38.3 µM), for the others: at the highest dose activation, hits mostly activators | 0.064% of 350,000 active | AID 624291;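 further: potency means the concentration at half of the fitted maximal effect; 100% = response of the positive control SU9516; nearly all actives have a fitted effect of over 60% in size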
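alpha7betagal+/- myoblasts (passage 13, 250/well) treated 48 h at 37C with compounds at 1:260 dilution of DMSO stock. Lysed, then beta-galactosidase activity read as FDG fluorescence (ex 480/em 540) after 30 min, with pre-read for autofluorescence.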
TSG101-PTAP inh = blocks PTAP/TSG101 interaction to inhibit HIV-1 budding; Q99816; Fluorescence polarization, FITC-PTAP peptide / Tsg101 binding; Potency, µM (titrated, usually from 115 µM), for the others: top-dose activity change, negative = inhibition, most hits filed as inhibitors; 340,000 tested, under 10 active; AID 493005; active means well fitted inhibition curve with a large enough effect in the main read-out, with a control signal flat, not every such curve was filed as active; inconclusive means small, poorly fitted or top-dose-only effect, or effect the other way, or a change in a side signal; inactive means no such curve, though single readings can be large or run the other way; further: potency means the concentration at half of the fitted maximal effect; % of control where 0% means no effect
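Fluorescence polarization binding of Tsg101 binding domain (10 uM final) to FITC-labeled PTAP peptide (50 nM final) in HEPES pH 7.5 buffer with NaCl, Tween 20, EDTA, TCEP. Compounds added before peptide; binding 20 min at RT.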
BCR signal inh = inhibitors of chronic active B-cell receptor signaling; ABC-DLBCL IkBa-CBG/CBR reporter, luminescence ratio, 4 h; Potency, µM (highest dose often 46.1 µM), for the others: at the top dose ratio change, negative = lower green/red ratio, actives largely listed as inhibitors; 0.05% of 340,000 active; active means well fitted inhibition curve with a large enough effect in the signal ratio, with a control signal flat, not every such curve was filed as active; inconclusive means small, poorly fitted or top-dose-only effect, or effect the other way, or a change in a side signal; the % refers to the signal ratio;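 further: potency means the concentration at half of the fitted maximal effect; plate controls were basal doxycycline-induced cells for no effect and cells given 10 µM MG132 for full effect; MG132 reads +100%, hits lower the ratio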
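TMD8 human ABC-DLBCL cells with doxycycline-inducible IκBα–green luciferase fusion and unfused red luciferase, in 0.5% FBS medium; compounds up to 46 uM, 4 h at 37C. Green/red luminescence ratio, filter-overlap corrected, fitted to concentration-response curves.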
Menin-MLL TR inh = displaces Texas Red mutant MLL peptide from human menin; 0.23% of 270,000 active; AID 1768; O00255; Potency, µM (titrated, usually from 61.6 µM), for the others: at the highest dose FP activity change, negative = inhibition, actives largely listed as inhibitors; Menin + Texas Red MLL mutant peptide, fluorescence polarization; active means well fitted inhibition curve with a large enough effect in the polarisation, with a control signal flat, not every such curve was filed as active; inconclusive means small, poorly fitted or top-dose-only effect, or effect the other way, or a change in a side signal; inactive means no such curve, though single readings can be large or run the other way; the % refers to the polarisation; further: potency means the concentration at half of the fitted maximal effect; % of control where 0% means no effect; many of its hits are not listed in these tables
Giardia killer = Giardia lamblia killing | Giardia lamblia trophozoite viability | 0.15% of 340,000 active | activity change, % at 7.66 µM, hits read low; in the data active means activity change below about -80%; inconclusive means between about -30% and that limit;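 further: parasites exposed to compound for two days anaerobically before the ATP read; on the % scale 0 is the no-effect control and ±100 the full control effect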
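ATP-content bioluminescence gauges trophozoite survival. Cells (100/well) receive compound and incubate anaerobically for 48 hrs at 37 deg C; detection reagent follows for 15-30 min at room temperature.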
An asterisk follows results filed as active; ? = inconclusive; / = not tested or not shown; [ ] = another dose, or the depositor's remark. Unless noted, the call rests on the fitted dose curve; in most records, active means well fitted curve in the direction sought with a large enough effect; inconclusive means small, poorly fitted or top-dose-only effect, or another doubt; inactive means no such curve, though single readings can be large; an effect the other way counts as inactive or inconclusive. The list is partial. The share of hits here may be higher or lower than overall.

smiles	GALK inhibitor	Coupling enz	B2AR arrestin	Tb PFK block	ASM inhibitor	PKM2 activator	a7 integrin act	TSG101-PTAP inh	BCR signal inh	Menin-MLL TR inh	Giardia killer
COc1ccc(-n2c(N)c(C(=O)NCc3ccco3)c3nc4ccccc4nc32)cc1OC	/	-14	-0.4%	0%	/	0%	5%	-1%	?	-13%	12
O=C(CCc1nnc(CCCCc2ccccc2)o1)NCCCc1cccnc1	1%	-1	-0.1%	1%	-3%	-2%	/	-1%	0%	-20%	22
Nc1ccn(Cc2cccc(Cl)c2)n1	-2%	-1	0.1%	27µM*	1%	1%	-22%	0%	4%	3%	0
COc1ccc(OC)c(Nc2nc(-c3sc(C)nc3C)cs2)c1	5%	-7	-0.3%	-3%	-9%	20%	-19%	-3%	?	?	-2
CCc1ccc2nc(NC(=O)C3CSC4(C)CCC(=O)N34)sc2c1 (centres undefined)	/	/	0.1%	-2%	2%	/	-37%	-5%	?	/	2
CC(C)OC(=O)c1nn2c(C(F)(F)F)cc(-c3ccc(Br)o3)nc2c1Br	3%	4	-0.6%	-5%	11%	10%	-13%	?	3%	?	13
CCc1ccccc1NC(=O)CN(C)Cc1nc(N)nc(Nc2ccccc2C)n1	-1%	-5	0.2%	0%	6%	1%	1%	-11%	-3%	6%	0
NC(=O)C1CCN(C(=O)c2cc3c(s2)CCCC3)CC1	/	/	-0.3%	2%	0%	/	0%	-1%	-8%	/	5
COCC(=O)N(C)C[C@H]1N[C@@](Cc2ccccc2)(C(=O)OC)[C@H]2C(=O)N(Cc3ccccc3)C(=O)[C@@H]12	/	/	-0.8%	-7%	1%	/	13%	-4%	-2%	/	-23
CN1CCN(S(=O)(=O)c2cccc(C(=O)N(C)Cc3cccs3)c2)CC1	/	/	0.2%	-5%	2%	/	0%	-4%	5%	/	5
CCCCN(C(=O)CSCC(=O)Nc1ccc(C)cc1)c1c(N)n(CC(C)C)c(=O)[nH]c1=O	/	/	-0.3%	-9%	-2%	/	1%	-8%	4%	/	-5
Cc1cccc(OCC(=O)OCC(=O)c2c(N)n(C)c(=O)n(C)c2=O)c1	1%	0	0.0%	1%	-1%	-2%	-5%	-3%	?	20%	0
O=C(Nc1cccc(C(F)(F)F)c1)C1CCCO1 (centres undefined)	-2%	0	0.4%	?	0%	2%	-17%	-6%	?	13%	?
NC(=O)c1ccccc1N/C=C1\CCCCC1=O	7%	0	0.2%	?	2%	-4%	0%	1%	-7%	-9%	21
O=C(OCc1nc2ccccc2s1)c1cnccn1	7%	0	-2.7%	1%	4%	0%	12%	-1%	?	5%	-16
CCS(=O)CCSC(=N)N (centres undefined)	1%	3	-0.1%	2%	3%	0%	6%	-1%	?	8%	-1
CC1=C(CCN2CCN(C(C)C)C(CCO)C2)C(C)(C)CCC1 (centres undefined)	0%	3	-0.5%	0%	0%	-1%	4%	-7%	-5%	-13%	-8
CC(C)Cc1nc2oc3c(NCC(C)O)ncnc3c2c2c1CCCC2 (centres undefined)	-3%	0	-0.5%	0%	-20%	18%	0%	-18%	2%	/	1
CSc1ccc(S(=O)(=O)NCC(=O)OCC(=O)NC2(C#N)CCCCC2)cc1[N+](=O)[O-]	/	/	0.0%	0%	-3%	/	22%	0%	-2%	/	-2
COc1ccccc1CNC1CCN(Cc2ccccc2)CC1	-2%	2	0.0%	2%	4%	-5%[11.5 µM]	-10%	-1%	-7%	?	24

Following part
smiles	GALK inhibitor	Coupling enz	B2AR arrestin	Tb PFK block	ASM inhibitor	PKM2 activator	a7 integrin act	TSG101-PTAP inh	BCR signal inh	Menin-MLL TR inh	Giardia killer
Cc1ccccc1C(=O)Nc1ccc(N2CCCC2)cc1	9%	-11	-1.0%	-6%	0%	1%	?	-11%	?	-25%	17
O=C(CCNC(=O)c1ccc(Br)cc1)Nc1nccs1	0%	-3	-0.1%	-1%	-1%	/	-15%	-3%	11%	2%	-12
COc1cc(C(=O)NC2=C(C#N)CCC2)cc(OC)c1OC	0%	1	-0.2%	-6%	11%	1%	20%	1%	-8%	2%	-9
FC(F)(F)c1ccnc(NCc2ccco2)n1	/	-1	-0.6%	2%	2%	0%	41%	0%	-1%	/	-29
COc1ccccc1CNC(=O)COC(=O)C1=COCCO1	1%	3	-0.4%	0%	8%	0%	1%	-2%	2%	-9%	7
CCOC(=O)C1CCCN(C(=O)COc2ccccc2F)C1 (centres undefined)	13%	0	-0.2%	-1%	-2%	-1%	-8%	-2%	2%	-2%	8
COc1ccc(C(=O)N2CCCN(C)CC2)c(OC)c1	0%	5	-0.2%	1%	3%	-13%	17%	-2%	1%	-21%	-3
NC(=O)c1ccc(NC(=O)C#Cc2ccccc2)cc1	-8%	2	-0.2%	-2%	-3%	-6%	-46%[inhibitor]	-9%	?	14%	-10
CCN(CC(=O)Nc1ccc(OC)cc1)CC(=O)Nc1ccc2c(c1)OCO2	/	/	0.2%	0%	0%	/	0%	-3%	-4%	/	9
COc1ccc2c(c1)CC/C(=C\c1ccc(OC)c(Cn3cccn3)c1)C2=O	2%	-7	-0.4%	0%	-1%	-1%	-38%	-5%	-124%	2%	-7
CCC(=O)c1cccc2c1N=CC1=C(CC(C)(C)CC1=O)N2	-1%	-1	-0.1%	-8%	-1%	10%	-27%	-7%	?	-13%	3
COCCNC(=S)N/N=C/c1ccc(-c2ccc([N+](=O)[O-])cc2)o1	0%	-3	0.4%	2%	-1%	0%	-22%	?	?	/	-2
CCCCCN(C(=O)NC(=O)Nc1ccccc1OC)S(C)(=O)=O	2%	1	-0.1%	2%	0%	-4%	14%	3%	4%	5%	-4
Clc1ccc2c(c1)-c1nnc(Br)n1-c1ccccc1S2	-4%	-2	0.0%	1%	-5%	7%	-9%	2%	-2%	-25%	2
Cc1ccc(NC(=O)c2c3c(nc4ccccc24)CCC3)cc1	2%	0	-0.6%	1%	0%	-1%	9%	-2%	5%	22%	-10
Cc1ccc(/C=C/C(=O)NC(=S)N2CCN(c3ccc(F)cc3)CC2)cc1	0%	3	0.2%	-5%	3%	3%	?	-1%	8%	/	-14
CCSC1=NCCN1C(=O)C(C)(C)Oc1ccc(Cl)cc1	1%	1	-0.2%	-2%	4%	4%	3%	-1%	-3%	-12%	3
COc1ccccc1CC(=O)NCCCc1ccccc1	-8%	2	-0.1%	6%	3%	-1%	?	2%	?	-4%	34[activator]
O=c1c2ccccc2c(/C=N/n2cnnc2)c(O)n1-c1ccccc1	2%	-3	0.1%	0%	271%[activator]	-1%	5%	-11%	3%	?	-8
CCN(CC)S(=O)(=O)c1cc(C(=O)NC2CCCCC2)ccc1C	0%	0	0.1%	3%	-1%	4%	-7%[7.66 µM]	-9%	-4%	5%	-5

Next part:
smiles	GALK inhibitor	Coupling enz	B2AR arrestin	Tb PFK block	ASM inhibitor	PKM2 activator	a7 integrin act	TSG101-PTAP inh	BCR signal inh	Menin-MLL TR inh	Giardia killer
CCn1nc(NC(C)=O)c2cc3ccc(C)cc3nc21	0%	-3	0.2%	2%	242%[activator]	/	-1%	-1%	0%	-12%	-1
CCN(CC)S(=O)(=O)c1ccc(N2CCCCC2)c(NC(=O)/C=C/c2ccc(OC)c(OC)c2)c1	1%	2	-0.2%	0%	-3%	-3%	-6%	0%	?	4%	13
CC1CN(CC(O)COc2ccc(C(=O)c3ccccc3)cc2)CC(C)O1 (centres undefined)	2%	5	0.1%	1%	-1%	-5%	-10%	-3%	-1%	-4%	5
NC(=O)C1C(c2ccccc2)=C1c1ccccc1	-1%	0	0.3%	-17%	-3%	-2%	-6%	-1%	2%	-8%	6
Cc1ccn2c(CNCC3OCCc4ccccc43)c(C(=O)N3CCCCCC3)nc2c1 (centres undefined)	1%	4	0.5%	3%	4%	-2%	-28%	-2%	0%	?	-13
Cc1ccc(CNC(=O)[C@@H](NC(=O)Cc2ccccc2)C(C)C)cc1	-4%	1	0.0%	-7%	-2%	0%	-12%	1%	2%	-2%	9
CCNC(=S)Nc1cc(-c2ccc(Cl)cc2)[nH]n1	9%	0	-0.1%	-3%	-2%	-5%	?	-4%	15%	1%	-9
Cc1ccc(/C=N/NC(=O)c2ccc(OC3CCCC3)cc2)o1	6%	-1	-0.6%	-8%	0%	0%	-2%	-2%	?	9%	1
Cc1ccccc1OCC(=O)OCC(=O)NCCNC(=O)COC(=O)COc1ccccc1C	/	/	0.4%	8%	6%	/	14%	-1%	?	/	5
NNc1nc2sc3c(c2c(=O)n1C1CCCCC1)CCN(Cc1ccccc1)C3	0%	-1	-0.1%	0%	7%	3%	11%	-1%	20%	/	6
